Source: PubChem
NCI-60 one-dose screen, 48 h, at 10 µM unless noted. Numbers give growth in % (100 = growth as untreated, 0 = no growth, -100 = all killed).
NCI-H322M: NCI-H322M lung cancer; hit rate 2.7% among 80,000
NCI-H226: NCI-H226 lung cancer; hit rate 3.5% among 79,000; AID 1794732
HT29: HT29 colon cancer. hit rate 7.4% among 81,000
HCT-15: HCT-15 colon cancer; hit rate 5.2% among 82,000
HCT-116: HCT-116 colon cancer; hit rate 7.3% among 82,000
SW-620: SW-620 colon cancer; hit rate 5.2% among 82,000
COLO 205: COLO 205 colon cancer. hit rate 7.3% among 79,000. AID 1794742
NCI-H460: NCI-H460 lung cancer. hit rate 6.8% among 82,000. AID 1794736
KM12: KM12 colon cancer cells; AID 1794800; hit rate 5% among 82,000
Active calls of the source: *; x = no result given; & = joins results of further samples; [ ] = dose if it differs, or a comment. How the source made its calls: active means growth percent below 10; inactive means the rest.

SMILES	NCI-H322M	NCI-H226	HT29	HCT-15	HCT-116	SW-620	COLO 205	NCI-H460	KM12
COc1cc(C2CC(c3ccccc3)=NN2)cc(OC)c1OC (stereo not drawn)	95	70	112	91	102	109	116	94	96
COc1ccc2c(c1)C(C)Cc1c(ncnc1-n1cnc3ccccc31)N2C (stereo not drawn)	55	42	-18*	16	10	24	-29*	12	18
CCOC(=O)c1c(C)oc2ncnc(N3CCN(C(=O)COc4ccc(I)cc4)CC3)c12	97	82	94	91	86	89	104	103	95
CC1C(=O)C23CC1CCC2C12COC(O)C1C(C)(C)C(O)CC2OC3=O (stereo not drawn)	102[100 µM]	92[100 µM]	109[100 µM]	102[100 µM]	96[100 µM]	105[100 µM]	121[100 µM]	104[100 µM]	100[100 µM]
COc1ccc(CNc2ncnc3sc(-c4ccc(NC(C)=O)cc4)cc23)cc1	91	92	112	88	91	104	114	93	101
CCSC(c1ccccc1)(c1ccccc1)c1ccccc1	98	94	102	96	87	100	99	104	92
Cc1ccc2c(Cn3cc(CSc4nc5ccccc5o4)nn3)cc(=O)oc2c1	104	110	108	107	104	106	111	110	113
Fc1ccc2c(-c3cncn3CCc3ccccc3)c[nH]c2c1	92	76	85	96	76	91	101	93	98
COc1cccc(-c2cc(-c3ccc(F)cc3)c(C#N)c(=O)[nH]2)c1	88	99	109	88	96	95	121	101	101
O=c1[nH]c(=S)[nH]c2nc[nH]c12	118	100	103	100	94	99	123	112	106
CC1CCc2[nH]c(=O)c(C(N)=O)c(C#N)c2C1 (stereo not drawn)	106	110	99	102	99	100	101	108	115
COC(=O)C(C)(C)C1Oc2ccc(OC)cc2C(=O)/C1=C\NS(=O)(=O)c1ccc(OC)cc1 (stereo not drawn)	103	99	100	107	96	102	107	105	104
Cc1cccc2c(Cn3cc(Cn4c(C)cc(=O)n(Cc5cn(Cc6cc(=O)[nH]c7c(C)cccc67)nn5)c4=O)nn3)cc(=O)[nH]c12	103	x	100	104	109	105	116	110	103
c1ccc2c(c1)C[C@@H]1OC(CC3=N[C@@H]4c5ccccc5C[C@@H]4O3)=N[C@H]21	100	98	100	94	106	100	99	101	100
COc1ccc(Nc2ncccc2NC(=O)c2cn(Cc3cccc(Oc4ccccc4)c3)nn2)c(OC)c1	88	92	114	77	84	95	95	103	81
O=C1O[C@H]([C@H](O)CO)C(O)=C1O	104	103	105	103	98	87	107	104	103
COc1ccc(Nc2ncc3c(n2)CCc2cnc(Nc4ccc(OC)c(OC)c4)nc2-3)cc1OC	86	83	104	92	96	99	102	99	87
CC(O)CN=Cc1ccccc1 (stereo not drawn)	104	102	98	109	104	109	110	107	97
Cc1cc(O)c2c(c1)C(=O)c1cc(O)cc(O)c1C2=O	107&95	91&85	100&105	92&99	98&93	97&100	97&102	102&98	92&98
CC(C)=CCC/C(C)=C/C1OC23CCCCC2C(C#N)(C(=N)O3)C1(C#N)C#N (stereo not drawn)	104	93	86	91	95	107	100	110	103

Single records, as listed above:
Shown for CCSC(c1ccccc1)(c1ccccc1)c1ccccc1 → NCI-H322M = 98; NCI-H226 = 94; HT29 = 102; HCT-15 = 96; HCT-116 = 87; SW-620 = 100; COLO 205 = 99; NCI-H460 = 104; KM12 = 92
Shown for COc1ccc(Nc2ncc3c(n2)CCc2cnc(Nc4ccc(OC)c(OC)c4)nc2-3)cc1OC → NCI-H322M = 86; NCI-H226 = 83; HT29 = 104; HCT-15 = 92; HCT-116 = 96; SW-620 = 99; COLO 205 = 102; NCI-H460 = 99; KM12 = 87
Shown for COC(=O)C(C)(C)C1Oc2ccc(OC)cc2C(=O)/C1=C\NS(=O)(=O)c1ccc(OC)cc1 (stereo not drawn) → NCI-H322M = 103; NCI-H226 = 99; HT29 = 100; HCT-15 = 107; HCT-116 = 96; SW-620 = 102; COLO 205 = 107; NCI-H460 = 105; KM12 = 104

The results go on.
SMILES	NCI-H322M	NCI-H226	HT29	HCT-15	HCT-116	SW-620	COLO 205	NCI-H460	KM12
CC(C)OC(=O)CC(=O)OC(C)C	107	99	101	98	98	100	113	103	102
Cc1[nH]n(-c2ccccc2)c(=O)c1N=Nc1ccc(S(=O)(=O)N=C(N)N)cc1	100	83	100	106	88	107	110	92	86
N#Cc1c(-c2cccs2)cc(-c2cnccn2)nc1SCC(=O)Nc1ccc(Cl)cc1	105	102	113	110	103	108	111	110	101
CCC(C)(C)c1ccc(O)c(CNCCO)c1	107	88	103	91	101	84	110	97	105
N#CC12C(=O)NC(=N)C1(C#N)C(c1ccccc1)OC1=C2CCCC1 (stereo not drawn)	101	103	98	107	89	107	99	115	103
CCOC(=O)c1c(Nc2ccccc2)nn2c(N)c(C#N)c(-c3ccc(Cl)cc3)nc12	77	42	73	76	60	66	69	12	64
CC(Sc1nc2ccccc2c(=O)n1Cc1ccc(S(N)(=O)=O)cc1)C(=O)Nc1ccccc1 (stereo not drawn)	105	93	108	90	102	105	127	101	103
O=C(Nc1ccc([N+](=O)[O-])cc1)OCC#CC#CCOC(=O)Nc1ccc([N+](=O)[O-])cc1	68	66	36	69	46	77	87	55	62
COc1cc2c(cc1OCCCCn1c(-c3cc(=O)c4ccccc4o3)nc3ccccc31)N=C[C@@H]1CCCN1C2=O	108	101	102	106	101	87	104	112	105
COc1ccc(CC2OC(C)CC(C)(C)O2)cc1 (stereo not drawn)	112	106	106	103	103	120	103	118	111
COC(=O)C1=C(C(=O)Nc2cccnc2)C2OC1(C(Cc1ccccc1)Oc1ccccc1)C1OC21 (stereo not drawn)	98	88	59	14	-46*	-65*	-47*	103	97
Cc1ccc2nc3nc4ccc[nH]c4cc3c2c1	72	78	77	60	97	108	82	54	48
CC1CCCCCCC1OC(=O)c1ccccc1C(=O)O (stereo not drawn)	111	97	100	107	110	101	120	107	107
O=C(COc1ccc(NC(=O)Nc2ccc(Cl)c(Cl)c2)cc1)N=Nc1c(O)[nH]c2ccc(Br)cc12	-15*	-58*	-46*	27	-61*	-21*	-57*	7.5*	-87*
O=Nc1ccc(Nc2ccccc2)cc1	99	93	95	81	78	70	105	98	93
COC(=O)[C@]1(C)CCC[C@]2(C)c3ccc(C(C)C)cc3C(=O)[C@@H](Br)[C@@H]12	118	82	76	70	85	86	106	106	104
C[C@H](NC(=O)[C@@H]1CCCN1C(=O)CNC(=O)C(C)(C)C)C(=O)OC/C=C/c1ccccc1	99	105	89	99	96	98	123	105	110
CCCNc1nc2ccccc2c2c(=O)c3ccc(Cl)cc3sc12	101	97	99	93	95	86	117	95	100
O=C(CCCCl)Nc1nc(-c2ccc(Cl)cc2)cs1	79	72	83	91	90	104	122	103	91
COc1cc(-c2cc(-c3nnc(/C=C/c4ccc5c(c4)OCO5)o3)[nH]n2)cc(OC)c1OC	108	103	126	82	90	110	96	101	90
CCOC(=O)n1cnc2ncnc(SC)c21	108	96	98	96	98	102	131	108	106
S=C(NNC(=S)Nc1ccccc1)Nc1ccccc1	113	100	105	x	102	103	117	111	113
OCc1cccc(-c2noc([C@@H]3CCCN4CCCC[C@H]34)n2)c1	115	100	x	110	103	111	119	112	123
CCC(CC)C(=O)OC1CCCCC1C (stereo not drawn)	110	98	103	104	97	96	103	101	101
CC(=O)OC(c1cc2c(cc1Br)OCO2)C(C)Br (stereo not drawn)	90	88	16	99	99	102	107	104	99
COc1cc(-c2nn(-c3ccc(C(=O)O)cc3)cc2C(=O)O)ccc1O	98	102	110	49	87	32	113	62	43
O=C1/C(=C/c2ccc([N+](=O)[O-])cc2)Oc2ccc(O)cc21	106	x	47	84	9.2*	26	x	41	102
Nc1nnc2cc(Br)ccc2n1	111	98	111	99	95	94	123	109	99
CC1=NN(CC(=O)N/N=C/c2ccc(Cl)cc2)C(=O)CC1	110	106	105	106	98	106	114	114	105
COc1cc2c(cc1OC)/C(=C\c1sc(=S)n(CCC(=O)O)c1O)C(C(=O)O)=N2	98	86	103	99	94	98	115	100	98
O=CC(O)C(O)C(O)C(O)C(O)CO (stereo not drawn)	117&112	102&96	105&104	103&102	104&100	113&104	115&118	110&107	123&108
CCOc1ccccc1Oc1nccc(-c2cn(CC(N)=O)nc2-c2cc(C)cc(OC)c2)n1	101	93	98	103	101	94	103	99	101
Cc1oc2nc[nH]c(=O)c2c1C(=O)/C=C/c1ccccc1	99	91	118	103	101	107	107	102	106
O=C(CN1CCN(c2cc(=O)[nH]c3ccc(F)cc23)CC1)N1CCCc2ccccc21	92	90	103	84	80	99	104	84	101
O=S(=O)(Cc1ccccc1)N1C=Cc2ccccc2C1c1c[nH]c2ccccc12 (stereo not drawn)	91	89	73	74	64	99	91	99	93
C/C=C(C)/C=N/NC(=O)C[N+](C)(C)C	128	96	100	101	117	107	129	116	110
CC(=O)NC(C)(C)C(=O)N[C@@H](C)C(=O)NC(C)(C)C(=O)N[C@@H](C)C(=O)NC(C)(C)C(=O)N[C@@H](C)C(=O)N[C@@H](CCC(N)=O)C(=O)NC(C)(C)C(=O)N[C@H](C(=O)NC(C)(C)C(=O)NCC(=O)N[C@@H](CC(C)C)C(=O)NC(C)(C)C(=O)N1CCC[C@H]1C(=O)N[C@H](C(=O)NC(C)(C)C(=O)NC(C)(C)C(=O)N[C@@H](CCC(N)=O)C(=O)N[C@@H](CCC(N)=O)C(=O)N[C@H](CO)CC1CCCCC1)C(C)C)C(C)C	94[5 µM]	35[5 µM]	14[5 µM]	79[5 µM]	49[5 µM]	37[5 µM]	-12*[5 µM]	45[5 µM]	63[5 µM]
COc1cc2ncnc(Nc3ccc(S(=O)(=O)Nc4nccs4)cc3)c2cc1OCCCN1CCN(c2ccc(F)cc2)CC1	100	100	107	105	109	108	109	106	113
COc1ccc(C2Nc3c(c(C(C)(C)C)nn3-c3ccccc3)C(=O)CS2)cc1 (stereo not drawn)	104	98	87	98	98	107	103	106	98
COc1ccc(-c2csc(NC(=O)CSc3nc(-c4ccccc4)c(C)n3Nc3ccccc3)n2)cc1	87	78	55	69	50	84	106	68	57

Of the compounds above, these have a thiophene ring, fused or not:
SMILES	NCI-H322M	NCI-H226	HT29	HCT-15	HCT-116	SW-620	COLO 205	NCI-H460	KM12
COc1ccc(CNc2ncnc3sc(-c4ccc(NC(C)=O)cc4)cc23)cc1	91	92	112	88	91	104	114	93	101
N#Cc1c(-c2cccs2)cc(-c2cnccn2)nc1SCC(=O)Nc1ccc(Cl)cc1	105	102	113	110	103	108	111	110	101

Other results
SMILES	NCI-H322M	NCI-H226	HT29	HCT-15	HCT-116	SW-620	COLO 205	NCI-H460	KM12
CCCOC(=O)c1ccc(Cl)c(Cl)c1	94	100	108	107	97	103	100	109	103
Cc1cccc(C(O)C(O)c2cccc(C)n2)n1 (stereo not drawn)	135	105	107	100	107	107	111	106	105
CC1=CCC23CCC4C(C)(C)CCC[C@]45C[C@]24C1C[C@@H]1C(C)(C)OC(=C(C(C)C)C3=O)[C@@]14O5 (stereo partly drawn)	97	87	77	105	78	101	106	105	103
COC(=O)C(CC=O)C(=O)C(=O)Nc1cccc(C(F)(F)F)c1 (stereo not drawn)	97	99	99	108	90	96	110	99	100
N#CN1CCC[C@H]1C(=O)N1CCc2c(-c3[nH]nc4ncccc34)cccc21	21	-29*	-54*	7.7*	-20*	15	-78*	3.5*	-14*
